Screens from PubChem BioAssay.
M17LAP inhibition: P. falciparum M17LAP inhibitors, primary screen, biochemical, fluorogenic H-Leu-NHMec substrate, 1536-well (AID 1619); recombinant M17LAP, H-Leu-NHMec fluorogenic kinetic assay; higher % means a stronger effect; inhibition, % at 30 µM, or IC50 in µM where a hit was titrated; hit rate 0.38% among 220,000;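 active means compound inhibiting the enzyme by more than half at any dose during confirmatory dose-response retesting; inconclusive means strong single-dose inhibitors picked by rank but not retested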;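 further: plate controls were full reaction with DMSO carrier for no effect and no enzyme background for full effect; strong numbers were not always called active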
human PMI inhibitors: human PMI inhibitors, high substrate, primary screen, biochemical, fluorescence intensity, high mannose 6-phosphate (AID 1220); recombinant PMI enzyme, coupled fluorescence intensity; higher % means a stronger effect; inhibition, % at 20 µM, or IC50 in µM where a hit was titrated; hit rate 0.66% among 190,000
K1F lysis inhibition: protection from phage-mediated lysis, alamar blue read-out – E. coli UTI89, K1F phage, bacterial capsule biogenesis inhibitors (AID 488966). hit rate 0.02% among 340,000. inhibition, % at 100 µM, or IC50 in µM where a hit was titrated. E. coli UTI89 K1F phage lysis, alamar blue, 2 h; higher % means a stronger effect;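 active means phage lysis inhibition, versus mean bacterial control, above a set limit; inconclusive means no clear call, values can overlap the other calls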;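 further: capsule biogenesis inhibitors block K1F phage lysis so surviving cells raise fluorescence; higher fluorescence means more inhibition of phage lysis; actives were called in the ten point dose series up to 300 µM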
West Nile antiviral: inhibition of WNV-induced cytopathic effect – cell-based, CPE readout (AID 1621); West Nile virus-infected cells, CPE inhibition; higher % means a stronger effect; CPE inhibition, % at 10 µM, or IC50 in µM where a hit was titrated; hit rate 0.02% among 290,000; in the data active means a potency from the dose series; inconclusive means CPE inhibition mostly from about 3.7% at the one dose, without a potency; inactive means the rest, 99 in 100 with CPE inhibition below about 2.2%; further: strong numbers were not always called active
PMI inhibitors: inhibitors of human PMI, primary screen, biochemical, fluorescence intensity, coupled assay (AID 1209); hit rate 0.42% among 190,000; inhibition, % at 20 µM; hits with a dose series show IC50 in µM; purified PMI enzyme, coupled fluorescence intensity; higher % means a stronger effect;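 further: plate controls were DMSO vehicle for no effect and wells lacking substrate for full effect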
T cell HTS: T cell immune modulation candidate; 2C CD8+ T cell-vesicle binding, flow cytometry; active compounds read low; calls only at 7 µM; hit rate 0.068% among 330,000;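 active means response, share of CD8 T cells binding vesicles, and their 90th percentile fluorescence all below set limits, cut at about 80% in these data, passing the limit was not always enough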
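Incubation: binding step 1.5 h, 37 °C, antibody labelling 20 min, ice; system: murine 2C transgenic CD8+ T lymphocytes; technique: cytometric PE anti-B7-1 and Alexa647 anti-CD8 signals after 1% paraformaldehyde fixation; also added: QL9-charged Drosophila Ld/ICAM-1/B7-1 vesicles; control set: naked versus QL9-loaded vesicles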
RSV CPE inhibition: RSV antiviral activity via CPE protection, HEp-2 cells, primary 10 µM value included (AID 2391). HEp-2 cells, RSV-induced CPE inhibition; higher % means a stronger effect. CPE inhibition, % at 10 µM; hits with a dose series show IC50 in µM. hit rate 0.13% among 310,000; in the data active means a potency from the dose series; inconclusive means CPE inhibition mostly from about 23% at the one dose, without a potency; inactive means the rest, 99 in 100 with CPE inhibition below about 21%; further: strong numbers were not always called active
TNAP activators: stimulation of alkaline phosphatase TNAP activity – biochemical, luminescent, no phosphate acceptor, uHTS, primary screen (AID 1001) | purified TNAP, luminescent activation assay, no phosphate acceptor; higher activation fold means a stronger effect | hit rate 0.03% among 200,000 | one-dose activation fold at 20 µM; EC50 in µM for titrated hits; in the data active means activation fold from about 3, or a potency from the dose series; inactive means the rest, 99 in 100 with activation fold below about 1.6; further: many of its hits are not listed in these tables
M1AAP inhibition: P. falciparum M1AAP inhibitors, biochemical, fluorogenic H-Leu-NHMec substrate, 1536-well (AID 1445) | recombinant M1AAP, H-Leu-NHMec fluorogenic kinetic assay; higher % means a stronger effect | inhibition, % at 30 µM, or IC50 in µM where a hit was titrated | hit rate 0.42% among 220,000;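 active means primary inhibition above the hit cutoff, then over 50% inhibition at one or more dose response concentrations, cut at about 23% in these data, passing the limit was not always enough; inconclusive means conflicting primary data, or primary hits not chosen for dose response; inactive means low primary inhibition, or under 50% at every dose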;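 further: plate controls were DMSO full reaction for no effect and no enzyme background for full effect; strong numbers were not always called active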
T cell HTS vesicle-bound %: second read-out of T cell HTS, no call of its own (marks repeat the call); double positive events, %; measured here: CD8+ vesicle-bound cell fraction;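 binding gate set so that unloaded-vesicle control wells show 10% double positive cells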
* = called active by the depositor; i = inactive; ? = inconclusive; / = not tested or not shown; [ ] = another dose, or the depositor's remark. Unless noted, no stated cut-off is given here; in the data, active means inhibition above about 50%; inactive means the rest.

SMILES	M17LAP inhibition	human PMI inhibitors	K1F lysis inhibition	West Nile antiviral	PMI inhibitors	T cell HTS	T cell HTS vesicle-bound %	RSV CPE inhibition	TNAP activators	M1AAP inhibition
O=C(OCc1nnc(-c2ccccc2)o1)c1ccc(CO)cc1	9%	-6%	-0.1%	0.4%	-5%	i	12	-0.7%	1.1	10%
CCOC(=O)c1cccc(Nc2nc(C)cc(C)n2)c1	-7%	-13%	0.6%[50 µM]	-0.2%	-7%	i	33	0.8%	1	10%
COc1ccc(S(=O)(=O)N2CCOC2CNC(=O)C(=O)NCCc2ccc(OC)c(OC)c2)cc1C (stereo not drawn)	0%	52%*	4.1%	-1.0%	31%	i	35	8.5%	1.1	-2%
CCCCNC(=S)N1CCN(c2ccccc2Cl)CC1	-2%	-2%	0.6%	-0.2%	1%	i	10	2.1%	1.1	-1%
CC(=O)N/C(=C\c1ccccc1)C(=O)Nc1ccccc1C	2%	12%	0.3%	0.4%	15%	i	50	2.5%	0.9	4%
COc1ccc(CC(=O)Nc2ccc3c(c2)OCO3)cc1S(=O)(=O)N1CCOCC1	-3%	-1%	0.9%	0.1%	-2%	i	58	0.6%	1.1	1%
O=C(NCc1ccc(F)cc1)C(c1ccccc1)N(C(=O)c1csnn1)c1ccccc1 (stereo not drawn)	/	/	-2.0%	-0.2%	/	i	38	2.8%	/	/
Cc1cc(NC(=O)CSc2nc(-c3cccs3)cc(C(F)(F)F)n2)no1	0%	8%	0.6%	3.3%	8%	i	16	-1.5%	1.1	0%
C/C(=N\Nc1ccc(F)cc1F)c1ccccc1O	5%	-129%	-0.1%	-0.2%	-68%	i	24	6.1%	1.1	8%
N#CCCN1CCN(Cc2cc(-c3ccccc3)ccc2O)CC1	1%	8%	0.2%	-1.1%	12%	i	52	-0.2%	1	5%
C[C@@H](C(=O)NCc1ccco1)N1C(=O)N2CCc3c([nH]c4ccccc34)[C@@]2(C)C1=O	/	/	5.5%	-1.3%	/	i	2	1.2%	/	/
O=C(CS(=O)(=O)c1ccccc1)N1CCCCCC1	16%	2%	-0.1%	0.5%	6%	i	18	1.2%	1.1	1%
Cc1ccccc1OCC(=O)O/N=C(\N)Cc1cccs1	3%	3%	0.3%	0.4%	2%	i	35	0.3%	1	7%
Cc1ccnc(NCc2ccccc2O)c1	/	/	1.5%	-0.5%	/	i	55	1.6%	/	/
COc1cccc2c1OC[C@@H](CO)[C@H]2N(C)C(=O)Nc1ccccc1	-5%	-9%	-1.0%	-0.2%	-2%	i	19	-0.4%	1.1	4%
Cc1ccc(-c2cc(C(=O)N/N=C/c3c(C)nn(-c4ccccc4)c3C)n[nH]2)s1	-11%	15%	0.1%	0.0%	22%	/	/	/	0.4	3%
CCc1ccc(C(C(=O)NCCOC)N(C(=O)Cn2nnc3ccccc32)c2cccnc2)cc1 (stereo not drawn)	-3%	-4%	0.8%	-0.4%	-3%	i	6	0.5%	1.2	3%
CN(Cc1ccccc1)c1nc(-c2cccc([N+](=O)[O-])c2)nc2ccccc12	21%	4%	1.0%[50 µM]	0.0%	4%	i	51	?	0.9	2%
COc1ccc(-n2nnnc2SCC(=O)Nc2cccc(O)c2)cc1	/	/	0.1%	-0.9%	/	i	70	2.1%	/	/
Cc1nc(N2CCN(c3ccccn3)CC2)c2c(C)c(C(=O)N3CCN(c4ccc(F)cc4)CC3)sc2n1	/	/	0.3%	-0.5%	/	i	14	17%	/	/
CC1CCN(C(=O)Cn2cc(SCC(=O)NCC3CCCO3)c3ccccc32)CC1 (stereo not drawn)	18%	-13%	0.3%	/	-12%	i	47	2.2%	1.1	0%
O=C(NCCS(=O)(=O)c1ccc(Br)cc1)c1ccc(F)cc1	/	/	0.2%	-0.6%	/	i	20	0.5%	/	/
CCCCNC(=O)c1onc(CSc2cccc(OC)c2)c1C(=O)NCCCC	/	/	0.1%	-0.2%	/	i	25	0.5%	/	/
Cc1ccccc1-c1ccnc2[nH]n(-c3ccccc3)c(=O)c12	/	/	-0.3%	-0.1%	/	i	53	2.2%	/	/
CCCCn1c(N)c(N(CC)C(=O)c2cc(Br)ccc2Cl)c(=O)[nH]c1=O	-3%	3%	0.0%	0.4%	-8%	i	46	0.1%	1	-4%

(cont.)
SMILES	M17LAP inhibition	human PMI inhibitors	K1F lysis inhibition	West Nile antiviral	PMI inhibitors	T cell HTS	T cell HTS vesicle-bound %	RSV CPE inhibition	TNAP activators	M1AAP inhibition
O=[N+]([O-])c1ccccc1/C=N/N1CCN(c2ccncc2S(=O)(=O)N2CCCCC2)CC1	-1%	19%	3.4%	-1.9%	13%	i	44	4.2%	1.1	1%
COc1ccc(C(=O)Cn2nnc(-c3ccccc3NC(=O)c3ccco3)n2)cc1	3%	16%	0.3%	0.0%	12%	i	60	-0.1%	1.1	3%
CC(=O)NS(=O)(=O)c1ccc(NC(=O)c2cc(-c3ccc(C)c(C)c3)nc3ccccc23)cc1	0%	-1%	-0.4%	0.4%	2%	i	37	2.5%	1	6%
Cc1ccc(C(=O)Nc2ccccc2C(=O)NCC2CCCO2)cc1 (stereo not drawn)	/	/	1.1%[50 µM]	-0.2%	/	i	71	0.2%	/	/
CCOC(=O)C1C(=O)C=C(c2cccs2)CC1c1ccccc1C (stereo not drawn)	3%	1%	1.7%	-0.2%	5%	i	37	5.4%	1.1	6%
CCOC(=O)c1c(NC(=O)C2COc3ccccc3O2)sc(C)c1C (stereo not drawn)	10%	4%	0.4%	0.2%	6%	i	19	10.0%	1.1	-1%
Cc1ccc(C)c(-c2ccc(=O)n(Cc3cccc(Br)c3)n2)c1	/	/	0.1%	-1.6%	/	i	21	11%	/	/
CCOC(=O)C1=NNC2(c3ccc(C)cc3)C(=O)N(c3ccccc3)C(=O)C12 (stereo not drawn)	-1%	/	/	-0.5%	/	i	9	/	/	4%
O=C(Cn1nnc(-c2ccc(Cl)cc2)n1)NCC1CCCCC1	-3%	-9%	3.4%	-0.7%	-9%	i	30	0.3%	1.1	9%
CCOc1ccccc1N(CC(=O)N/N=C/c1cc(Br)ccc1OC)S(C)(=O)=O	16%	3%	1.8%	-1.0%	9%	i	43	4.1%	1	1%
COC1CCN(C(=O)c2ccc(OC3CCN(CCc4ccccc4)CC3)cc2)CC1	12%	/	-0.6%	-1.2%	/	i	63	-1.1%	1.1	-5%
COC(=O)CCC(=O)N1CCCC(C(=O)c2cc(F)ccc2F)C1 (stereo not drawn)	/	/	1.1%	-0.3%	/	i	68	0.6%	/	/
O=c1c2ccccc2nc2n1C(CSCc1cccc(C(F)(F)F)c1)CS2 (stereo not drawn)	14%	10%	0.2%	-0.6%	5%	i	44	2.8%	1	8%
COc1cccc(CN(Cc2ccco2)C(c2ccc(F)cc2)c2nnnn2C(C)(C)C)c1 (stereo not drawn)	6%	-2%	-0.1%	-0.8%	4%	i	23	7.2%	1	2%
CC(C)CCN(C(=S)Nc1cccc(F)c1)C(C)c1cccs1 (stereo not drawn)	11%	7%	-0.3%	-0.6%	13%	i	40	4.8%	1.1	-11%
CCOC(=O)C(NCCCO)c1ccccc1 (stereo not drawn)	11%	5%	0.9%	-0.1%	4%	i	10	-0.1%	1.1	-3%
Cc1cccc(OCC(=O)N/N=C/c2cn[nH]c2-c2ccc(Cl)c(Cl)c2)c1	2%	2%	4.3%	/	10%	i	48	11%	1.1	8%
O=C(NNC(=O)NC1CCCCC1)NC1CCCCC1	2%	-2%	0.0%	-0.3%	-5%	i	34	3.0%	1.1	5%
Cc1ccc(N(CC(N)=O)C2SC(=O)NC2=O)cc1 (stereo not drawn)	-15%	15%	0.3%	-0.2%	14%	i	58	1.7%	1.1	0%
COCCOC(=O)c1c(NC(=O)CN2CCc3ccccc32)sc(C(N)=O)c1C	-4%	/	0.1%	-0.4%	/	i	23	2.9%	/	0%
O=C(CCS(=O)(=O)c1ccccc1)Nc1nc2cc3c(cc2s1)OCCO3	/	/	-0.2%	-0.8%	/	i	27	4.5%	/	/
CC1CCN(S(=O)(=O)c2nnc(NC(=O)c3cccc([N+](=O)[O-])c3)s2)CC1	/	/	0.0%	-0.1%	/	i	11	15%	/	/
CCCOc1cccc(C(=O)Nc2nnn(CCC)n2)c1	1%	7%	-1.1%	0.0%	0%	i	32	1.9%	1	2%
COc1ccccc1CNC(=O)C1CCC(=O)N1C(C)C (stereo not drawn)	/	/	-0.2%	0.1%	/	i	44	-0.1%	/	/
COc1ccc(OC)c(C2SCCN2S(C)(=O)=O)c1 (stereo not drawn)	-6%	-2%	0.5%	-0.3%	-6%	i	54	1.4%	1	-4%

New compounds follow.
SMILES	M17LAP inhibition	human PMI inhibitors	K1F lysis inhibition	West Nile antiviral	PMI inhibitors	T cell HTS	T cell HTS vesicle-bound %	RSV CPE inhibition	TNAP activators	M1AAP inhibition
COc1cc(C2=Nc3c(c(C)nn3-c3ccccc3)P(=O)(N3CCOCC3)O2)cc(OC)c1OC (stereo not drawn)	-3%	9%	0.2%	0.6%	11%	i	37	-0.6%	1.1	-1%
COc1ccc(S(=O)(=O)N(C)CC(=O)NCCCN2CCOCC2)cc1Cl	/	/	0.9%	0.4%	/	i	17	4.5%	/	/
COc1cccc(NC(=O)Nc2ccc(Br)cn2)c1	-6%	/	0.5%	1.1%	/	i	31	-0.7%	/	3%
Nc1nnc(Cc2c[nH]c3ccccc23)s1	-2%	3%	0.1%	1.2%	-11%	i	54	0.0%	1.2	6%
CCC(=O)Nc1cc(-c2nn(C)c(=O)c3ccccc23)ccc1OC	7%	-4%	i	1.9%	4%	i	6	-2.0%	1	-3%
Cc1cnc(N)c2c(=O)oc3ccccc3c12	2%	11%	-0.7%	0.1%	8%	i	26	12%	1.1	2%
O=C1CC(=O)Nc2cc(S(=O)(=O)N3CCOc4ccc(Cl)cc43)ccc2N1	/	/	7.9%	-0.1%	/	i	21	-1.6%	/	/

A different layout for three compounds above.
Sequence of screens: M17LAP inhibition	human PMI inhibitors	K1F lysis inhibition	West Nile antiviral	PMI inhibitors	T cell HTS	T cell HTS vesicle-bound %	RSV CPE inhibition	TNAP activators	M1AAP inhibition
COc1cc(C2=Nc3c(c(C)nn3-c3ccccc3)P(=O)(N3CCOCC3)O2)cc(OC)c1OC (stereo not drawn)
→ -3%	9%	0.2%	0.6%	11%	i	37	-0.6%	1.1	-1%
COc1ccc(S(=O)(=O)N(C)CC(=O)NCCCN2CCOCC2)cc1Cl
→ /	/	0.9%	0.4%	/	i	17	4.5%	/	/
COc1cccc(NC(=O)Nc2ccc(Br)cn2)c1
→ -6%	/	0.5%	1.1%	/	i	31	-0.7%	/	3%

Compounds were not picked by outcome; 1.5% or so of the library scored in one or more.
